TAAR1 antagonist: human TAAR1 antagonism | CHO RD-HGA16 TAAR1, Fluo-8 calcium fluorescence, antagonist | inhibition, % at 3 µM | 360,000 tested, 1.5% active;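 active means inhibition above a per-plate cutoff, the mean inhibition of test compounds on that plate plus 3 SD, cut at about 49% in these data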;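 further: 0% = DMSO plus EC80 beta-PEA response and 100% = DMSO alone without agonist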
Target sequence (Q96RJ0 whole entry, looked up): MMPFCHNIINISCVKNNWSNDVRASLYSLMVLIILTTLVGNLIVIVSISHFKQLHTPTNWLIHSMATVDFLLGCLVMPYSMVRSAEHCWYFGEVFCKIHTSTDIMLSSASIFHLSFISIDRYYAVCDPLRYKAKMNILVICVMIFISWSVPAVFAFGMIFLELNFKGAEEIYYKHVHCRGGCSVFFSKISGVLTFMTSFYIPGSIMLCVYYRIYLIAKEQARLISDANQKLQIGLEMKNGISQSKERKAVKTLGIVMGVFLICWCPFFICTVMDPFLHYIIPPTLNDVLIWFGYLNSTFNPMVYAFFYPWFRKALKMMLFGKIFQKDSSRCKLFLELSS
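Test system: RD-HGA16 CHO cells with stable hTAAR1 and Gα16 / Probe or stimulus: EC80 β-phenethylamine stimulus / Times: seeding 17-24 h prior, 75-min 37 °C, 30-min RT dye loading / Detection: Fluo-8 calcium-sensitive fluorescence / Read-out basis: % inhibition scaled between DMSO and EC80 PEA controls / Repeats: singlicate, one well per test compound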
CHRM4 PAM: positive allosteric modulators of human muscarinic M4 receptor | P08173 | CHO-K1 hM4/Gqi5, Fluo-8 calcium fluorescence, ACh EC20; 0% = ACh EC20, 100% = maximal ACh | activation, % at 3 µM | 360,000 tested, 0.4% active | AID 624126;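 active means activation above its plate's cutoff, the mean activation of sample wells plus 3 SD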; further: some results filed as inactive read as strong as hits
Target sequence (P08173 whole entry, looked up): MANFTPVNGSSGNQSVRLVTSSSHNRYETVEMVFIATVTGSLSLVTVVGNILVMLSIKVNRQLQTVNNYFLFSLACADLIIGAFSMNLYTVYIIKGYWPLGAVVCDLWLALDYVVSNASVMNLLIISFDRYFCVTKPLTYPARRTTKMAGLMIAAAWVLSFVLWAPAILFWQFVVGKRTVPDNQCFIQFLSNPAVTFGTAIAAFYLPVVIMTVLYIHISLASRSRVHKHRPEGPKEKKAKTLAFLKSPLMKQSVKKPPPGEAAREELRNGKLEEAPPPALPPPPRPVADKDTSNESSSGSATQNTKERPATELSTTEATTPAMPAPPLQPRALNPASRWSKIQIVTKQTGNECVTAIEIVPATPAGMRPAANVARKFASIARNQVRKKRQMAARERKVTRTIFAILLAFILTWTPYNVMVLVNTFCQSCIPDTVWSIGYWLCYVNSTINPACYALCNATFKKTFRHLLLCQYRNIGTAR
CHRM5 agonist: agonists of human muscarinic M5 receptor (CHRM5); CHO-K1 hM5 cells, Fluo-8 calcium fluorescence; 0% DMSO wells, 100% maximal acetylcholine response; AID 624037; 360,000 tested, 0.19% active; activation, % at 3 µM;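 active means activation above the run's mean over test compounds plus 3 SD, cut at about 23% in these data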;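 further: signal is peak over basal fluorescence ratio across the kinetic read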
M5 antag: blocks acetylcholine activation of human M5 receptor; inhibition, % at 3 µM; AID 624040; P08912; 360,000 tested, 0.59% active; CHO-hM5 cells, Fluo-8 calcium fluorescence, ACh EC80;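 active means inhibition above a per-plate cutoff, the mean of that plate's test compounds plus 3 SD, cut at about 27% in these data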;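 further: 0% = acetylcholine EC80 with DMSO and 100% = DMSO without agonist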
CRFBP-R2 block: CRF-BP/CRF-R2 complex antagonism | inhibition, % at 11.8 µM | HEK293 CRF-R2/CRF-BP, CRF-induced calcium fluorescence | 350,000 tested, 0.59% active;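 active means inhibition of the ligand-induced calcium signal above about 50% at the single tested concentration, limit read from the data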
M1 PAM parental: nonselective activator or artifact in parental CHO-K1 calcium assay | 360,000 tested, 0.02% active | activation, % at 3 µM | AID 602247 | ATP EC20, Fluo-8 calcium fluorescence; 0% at ATP EC20, 100% at ATP max;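 active means activation above the run cutoff, the mean activation of all test compounds plus 3 SD, cut at about 40% in these data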;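 further: peak over basal fluorescence ratio in a 140 s read after ATP addition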
TAAR1 agonist: agonists of human TAAR1 | AID 624467 | 360,000 tested, 0.99% active | activation, % at 3 µM | Q96RJ0 | CHO RD-HGA16 TAAR1, Fluo-8 calcium fluorescence; vehicle wells 0%, saturating PEA agonist 100%;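 active means activation above the mean activation of all test compounds in the run plus 3 SD, cut at about 38% in these data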
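Assay system – CHO-derived RD-HGA16 cells with stable Gα16 and human TAAR1 · Compound dosing – one-point dosing at 3 µM (nominal) · Incubation – 17-24 h seeding, 75 min 37 °C dye, 30 min RT · Measured by – kinetic Fluo-8 calcium fluorescence · Control set – DMSO vehicle as 0%, PEA at EC100 as 100% · Repeats – single well for each compound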
CRFBP-R2 agonist: CRF-BP/CRF-R2 complex agonism; activation, % at 13.2 µM; HEK293 CRF-R2/CRF-BP, calcium dye fluorescence (FLIPR); percent of saturating CRF peptide response; 350,000 tested, 0.46% active; AID 588473;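 active means activation of at least 50%, plus an integration ratio under a set limit after plate pattern correction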;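 further: plate controls were neutral control wells without compound for no effect and CRF at EC100 for full effect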
CHRM5 PAM: CHRM5 positive allosteric modulation; P08912; CHO-K1 hM5, Fluo-8 calcium, ACh EC20 PAM; 0% = ACh EC20, 100% = ACh EC100; activation, % at 3 µM; 360,000 tested, 0.3% active; AID 624038;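 active means activation above the run cutoff, the mean activation of all test compounds plus 3 SD, cut at about 18% in these data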
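System: CHO-K1 hM5 cells. Reagent: acetylcholine, EC20 level. Compound dosing: single dose, 3 µM nominal final test concentration. Timing: Post-acetylcholine fluorescence recording 140 s. Detection: Fluo-8 calcium fluorescence. Read-out: % activation, ACh-normalized. Benchmarks: ACh EC20 and EC100 wells. Repeats: singlicate, one well per test compound.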
* hit, by the source's call; . = no result given; & = joins results of further samples.

SMILES | TAAR1 antagonist | CHRM4 PAM | CHRM5 agonist | M5 antag | CRFBP-R2 block | M1 PAM parental | TAAR1 agonist | CRFBP-R2 agonist | CHRM5 PAM
O=C(O)c1cccc(NS(=O)(=O)c2ccc(NC(=O)c3ccco3)cc2)c1 | -6 | -12 | 5 | 17 | 8 | 15 | 7 | -0.2 | -11
COc1ccc(CCC(=O)OCC(=O)c2cccc(OC)c2)cc1 | -32 | 12 | 3 | 3 | 6 | 3 | 3 | -3.3 | 1
Cc1cc(C)nc(SCc2ccccc2C#N)n1 | 1 | 8 | -5 | 5 | 10 | 10 | 13 | 0.0 | -7
COCCNC(=O)C1CCCN(C(=O)c2ccc(OC)c(F)c2)CC1 (stereo unspecified) | -14 | 4 | 0 | 2 | . | -10 | 1 | . | 0
CCN(CC)C(=O)c1[nH]cnc1C(=O)NCc1ccccc1 | 10 | 1 | -2 | 19 | 1 | 17 | 9 | 0.1 | -5
Nc1ccc(C(=O)C(=O)c2ccc(N)cc2)cc1 | -8 | 2 | 2 | 4 | 2 | -6 | 2 | 0.2 | -7
CCC(CO)Oc1cc(NC(=O)c2cccc(OC)c2)c2ncn(C(C)C)c2c1 (stereo unspecified) | 13 | -9 | 0 | 3 | 4 | 21 | 6 | -1.6 | 2
c1csc(C2C3=C(Nc4ncnn42)c2ccccc2OC3)c1 (stereo unspecified) | 13 | -3 | -8 | -2 | -15 | 3 | 3 | -2.1 | -8
Cc1ccc(S(=O)(=O)N2CCN(C(C)C(=O)N3CCCc4ccccc43)CC2)cc1 (stereo unspecified) | -16 | 1 | -5 | -6 | -11 | -5 | -2 | -4.7 | 3
C/C(=N\NC(=O)c1c(Cl)cnn1C)c1ccc(NC(=O)c2ccncc2)cc1 | -1 | 10 | 2 | 7 | 11 | -2 | -1 | -0.8 | -5
O=C(NCc1ccc(Cl)cc1)C(=O)Nc1nccs1 | 3 | 2 | -2 | 5 | -4 | 3 | 5 | -2.1 | -5
O=C(Nc1cccc(S(=O)(=O)Nc2ccccc2F)c1)c1ccco1 | 11 | 4 | 3 | -2 | 7 | 15 | 1 | -2.1 | -6
CCc1cc(=O)oc2c(CN3CCN(C)CC3)c(O)ccc12 | -7 | 0 | -3 | 4 | 15 | 11 | 2 | -0.7 | 2
Nc1ccc(CCc2nc3ccccc3o2)cc1 | 1 | -1 | -2 | 3 | 24 | 30 | -1 | 0.2 | 4
c1ccc(Cn2nnc3c(N4CCCC4)ncnc32)cc1 | 4 | 21* | 4 | 5 | 5 | -3 | 5 | -0.1 | 6
N#CC1=C(N)Oc2n[nH]c(-c3cccs3)c2C1c1cccs1 (stereo unspecified) | -2 | 3 | -5 | -2 | -27 | 16 | 5 | -1.9 | 0
CCC1Sc2ccc(S(=O)(=O)Nc3ccc(OC)c(OC)c3)cc2NC1=O (stereo unspecified) | 11 | -5 | 3 | 31* | -9 | -6 | 11 | 1.9 | -15
Cc1onc(-c2ccccc2Cl)c1NC(=O)NCc1cccs1 | 2 | 10 | -4 | 7 | -4 | 14 | 0 | -0.4 | 1
CC(NC(=O)CS(=O)(=O)c1ccccc1)c1ccccc1 (stereo unspecified) | -17 | 3 | -2 | -36 | 7 | 8 | 0 | -0.7 | 10
CCCCCCOC(=O)C(C#N)c1nc2ccccc2nc1N1CCN(C)CC1 (stereo unspecified) | -4 | -11 | -2 | -2 | -55 | 11 | 27 | 2.8 | 1
CCN1CCN(C(=O)c2ccc3c(=O)n(CCc4ccccc4)c(=O)[nH]c3c2)CC1 | . | -2 | -3 | -6 | 15 | -5 | . | 0.2 | -1
O=C(Nc1nc2c(Br)cccc2s1)C1CC1 | . | 2 | 0 | 0 | -2 | 6 | . | 0.6 | -4
CN(C(=O)COC(=O)c1cccc(S(=O)(=O)N2CCCCC2)c1)C1CCS(=O)(=O)C1 (stereo unspecified) | 0 | 13 | 3 | 6 | 4 | 4 | 0 | -0.3 | -3
CNC(=S)NN(c1ccccc1)c1ccccc1 | . | 5 | -2 | -5 | 14 | -2 | . | -2.3 | 1
O=C(OCC(=O)N1CCCC1=O)C1CCN(S(=O)(=O)c2c(Cl)cccc2Cl)CC1 | -6 | 0 | -5 | 0 | 2 | 17 | 5 | -1.0 | -1
CN(C)CCOC(c1ccc(Cl)cc1)c1ccccn1 (stereo unspecified) | -10&-19 | -10&-4 | -1&-1 | 15&10 | -5&3 | -4&8 | 6&1 | -0.4&0.9 | -18&-15
Nc1nonc1-c1nc2ccccc2n1CC(=O)Nc1ccccc1 | -12 | 3 | 2 | -3 | -3 | 11 | 1 | -0.1 | 8
O=C(O)c1ccc([N+](=O)[O-])c2c1C(=O)c1ccccc1C2=O | -39 | -7 | 4 | 9 | 15 | 12 | 2 | -1.1 | -3
CC(=O)Nc1ccc(CN2CCCC(C(=O)c3ccc(C(F)(F)F)cc3)C2)cc1 (stereo unspecified) | 10 | -22 | -11 | -8 | -3 | 18 | 2 | 1.5 | -5
OCCCn1c(C2CCCN2c2nc(-c3ccc(Cl)cc3)cs2)nc2cc(C(F)(F)F)ccc21 (stereo unspecified) | -21 | -1 | -2 | 7 | -6 | 9 | 3 | -3.1 | 5
CC(=NNC(=O)c1cccc(S(=O)(=O)N2CCOCC2)c1)c1ccc(Cl)cc1 | 16 | 3 | 0 | 6 | -7 | 10 | 0 | -0.3 | 4
Cc1occc1-c1nnc(SCC(=O)Nc2nc(C(C)(C)C)cs2)o1 | 18 | -9 | 6 | 30* | -2 | -10 | 22 | -1.7 | -23
O=C1CCCc2cc3c(cc21)CCCC3 | -12 | -3 | -3 | 5 | 5 | -13 | 0 | -0.2 | -10
COC(=O)C1=CN(C(C)C)C=C(C(=O)OC)C1c1cc2c(cc1Br)OCO2 | 5 | 12 | -5 | -3 | -1 | 15 | 9 | 0.2 | 1
C=CCN(C(=O)c1cccc(S(=O)(=O)N2CCN(C)CC2)c1)c1nc(-c2ccccc2)cs1 | 25 | -9 | 0 | 5 | 10 | 15 | 10 | 2.8 | -8
O=C(c1ccccc1F)N1CCN(c2cnn(-c3cccc(Cl)c3)c(=O)c2Cl)CC1 | -12 | 2 | -3 | -2 | -13 | 3 | 5 | 0.0 | -2
COc1cc(/C=N/N(CCO)C2=NS(=O)(=O)c3ccccc32)cc(OC)c1OC | 28 | -6 | -1 | 6 | 4 | -9 | 7 | -1.7 | -13
Cc1cccn2c(=O)c3cc(C(=O)N4COCC4(C)C)n(Cc4ccccc4)c3nc12 | -25 | 9 | 0 | 5 | 18 | 20 | 0 | -1.1 | 3
CCCN(CCC)CCCOC(=O)c1ccc(Cl)cc1Cl | -25 | -10 | -10 | 6 | 1 | 19 | 9 | 0.1 | -2
Cc1cc(NC(=O)c2ccc(NC(=O)C3CC3)cc2)no1 | -1 | 6 | 0 | 5 | -6 | 8 | 3 | 0.0 | 8
COc1ccc(-c2c(C)oc3c(CN4CCCCC4C)c(O)ccc3c2=O)cc1 (stereo unspecified) | 1 | -14 | -6 | 6 | 0 | -8 | -1 | -1.8 | -2
NC(=O)c1c(NC(=O)Cn2nc(C(=O)O)c3ccccc3c2=O)sc2c1CCCC2 | -45 | -15 | 0 | 3 | 14 | 7 | -3 | -0.1 | -1
CCN(CC)c1ccc(/C=N/NC(=O)c2nnn(-c3nonc3N)c2-c2ccc(C)cc2)cc1 | -10 | 0 | 1 | 4 | -32 | 6 | 8 | 1.1 | 2
Cc1ccnc(NS(=O)(=O)c2ccc(NC(=O)c3cc(=O)c4ccccc4o3)cc2)n1 | -12 | 5 | -2 | 12 | 1 | 11 | 3 | 1.3 | -6
CCc1nc2c(sc3nc4c(cc32)COC(C)(C)C4)c(=O)n1Cc1ccco1 | -2 | 4 | 3 | -11 | -1 | 15 | 3 | 0.6 | -6
COc1cc(NC(=O)C2=C(N3CCOCC3)/C(=C\c3ccc(N(C)C)cc3)CCC2)cc(OC)c1OC | -7 | 21* | 1 | -7 | 2 | -2 | -1 | 0.1 | 11
FC(F)(F)c1cc(Cl)c2nc(-c3ccc(Cl)cc3)c(Cc3ccsc3)n2c1 | -13 | 5 | 0 | 5 | . | -9 | 0 | . | -6
CCCc1nc(NCCCOCC)c2nnn(Cc3ccccc3)c2n1 | -12 | . | . | . | 15 | . | 1 | -0.2 | .
Cc1cccc2c1-c1sc(C(=O)N3CCCCC3)cc1CO2 | 33 | 2 | -3 | 1 | 1 | -6 | -2 | -0.8 | -9
Cc1cc(C2(c3ccc(O)c(C)c3)OC(=O)c3ccccc32)ccc1O | 8 | 6 | 4 | 0 | -11 | 21 | 7 | -1.3 | 0
CCCc1nc2nc(C)c(NS(=O)(=O)c3ccc(F)cc3)c(=O)n2[nH]1 | -11 | 13 | -3 | -11 | 6 | 12 | 6 | 1.3 | 4
O=C(Cn1cccc1C(=O)c1ccccc1)NCCN1CCCCCC1 | 11 | 11 | -2 | -5 | -9 | 15 | 9 | 1.5 | 9

Nine entries from above, set out differently.
Values run as follows: TAAR1 antagonist, CHRM4 PAM, CHRM5 agonist, M5 antag, CRFBP-R2 block, M1 PAM parental, TAAR1 agonist, CRFBP-R2 agonist, CHRM5 PAM
NC(=O)c1c(NC(=O)Cn2nc(C(=O)O)c3ccccc3c2=O)sc2c1CCCC2
  -45, -15, 0, 3, 14, 7, -3, -0.1, -1
CCN(CC)c1ccc(/C=N/NC(=O)c2nnn(-c3nonc3N)c2-c2ccc(C)cc2)cc1
  -10, 0, 1, 4, -32, 6, 8, 1.1, 2
Cc1ccnc(NS(=O)(=O)c2ccc(NC(=O)c3cc(=O)c4ccccc4o3)cc2)n1
  -12, 5, -2, 12, 1, 11, 3, 1.3, -6
CCc1nc2c(sc3nc4c(cc32)COC(C)(C)C4)c(=O)n1Cc1ccco1
  -2, 4, 3, -11, -1, 15, 3, 0.6, -6
COc1cc(NC(=O)C2=C(N3CCOCC3)/C(=C\c3ccc(N(C)C)cc3)CCC2)cc(OC)c1OC
  -7, 21*, 1, -7, 2, -2, -1, 0.1, 11
FC(F)(F)c1cc(Cl)c2nc(-c3ccc(Cl)cc3)c(Cc3ccsc3)n2c1
  -13, 5, 0, 5, ., -9, 0, ., -6
CCCc1nc(NCCCOCC)c2nnn(Cc3ccccc3)c2n1
  -12, ., ., ., 15, ., 1, -0.2, .
Cc1cccc2c1-c1sc(C(=O)N3CCCCC3)cc1CO2
  33, 2, -3, 1, 1, -6, -2, -0.8, -9
Cc1cc(C2(c3ccc(O)c(C)c3)OC(=O)c3ccccc32)ccc1O
  8, 6, 4, 0, -11, 21, 7, -1.3, 0
